Screening data from PubChem.
TPT1 inhibitor: blocks Candida albicans tRNA 2'-phosphotransferase; AID 1962; inhibition, % at 5 µM; recombinant caTPT1, FP RNA substrate dephosphorylation; hit rate 0.81% among 300,000;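 active = inhibition above the mean of all tested compounds plus 3 SD, set per screening campaign, cut at about 24% in these data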;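 also: plate controls were DMSO alone for no effect and ferristatin control at 100 nM for full effect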
PAD4 FP inh: inhibitors of human PAD4. Q9UM07. recombinant PAD4, RCA probe fluorescence polarization. inhibition, % at 6.36 µM. hit rate 0.41% among 330,000. AID 485272;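 active = percent inhibition above a cutoff equal to the mean of all tested compounds plus 3 SD, cut at about 15% in these data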;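 also: 0% = PAD4 with RCA probe and DMSO and 100% = probe without PAD4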
Target sequence (Q9UM07 whole entry, looked up): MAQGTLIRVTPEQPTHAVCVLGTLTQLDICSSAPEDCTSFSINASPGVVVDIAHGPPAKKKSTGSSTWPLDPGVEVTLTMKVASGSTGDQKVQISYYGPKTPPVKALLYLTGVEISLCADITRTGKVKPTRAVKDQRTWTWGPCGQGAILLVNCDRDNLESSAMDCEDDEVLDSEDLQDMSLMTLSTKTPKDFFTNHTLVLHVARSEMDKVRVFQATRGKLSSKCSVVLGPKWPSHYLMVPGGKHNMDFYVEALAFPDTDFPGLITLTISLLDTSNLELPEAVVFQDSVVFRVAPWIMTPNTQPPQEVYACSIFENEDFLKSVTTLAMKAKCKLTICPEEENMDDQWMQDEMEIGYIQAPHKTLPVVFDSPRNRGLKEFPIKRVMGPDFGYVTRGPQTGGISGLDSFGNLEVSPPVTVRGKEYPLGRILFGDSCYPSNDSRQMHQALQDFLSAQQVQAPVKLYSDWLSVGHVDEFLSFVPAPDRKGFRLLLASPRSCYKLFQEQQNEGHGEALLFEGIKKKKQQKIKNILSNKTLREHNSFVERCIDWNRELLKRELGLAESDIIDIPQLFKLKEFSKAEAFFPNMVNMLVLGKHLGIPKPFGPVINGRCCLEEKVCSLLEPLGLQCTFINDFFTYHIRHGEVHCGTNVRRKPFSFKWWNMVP
BCLXL inh: Bcl-xL (human) inhibition. Q07817. inhibition, % at 10.9 µM. GST-Bcl-xL / FITC-Bim BH3 peptide fluorescence polarization. hit rate 0.7% among 320,000;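 active = inhibition above the mean of all tested compounds plus 3 SD, cutoff set per campaign, cut at about 30% in these data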;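 also: 0% = DMSO wells and 100% = unlabeled Bim-BH3 peptide competitor; inhibitors lower millipolarization by displacing the labeled peptide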
Fam108B counter: counter-screen for RBBP9 inhibitors: inhibitors of mouse Fam108B. inhibition, % at 9.51 µM. recombinant Fam108B, FP-Rh probe fluorescence polarization. AID 1947. hit rate 0.33% among 300,000;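 active = inhibition above the screen mean inhibition plus 3 SD, computed separately per campaign, cut at about 18% in these data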;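 also: inhibitors lower polarization as less probe binds the enzyme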
GSTO1 inh: counter-screen for RBBP9 inhibitors: inhibitors of human GSTO1 | P78417 | recombinant GSTO1, activity-based probe fluorescence polarization | inhibition, % at 5.96 µM | hit rate 1.1% among 300,000 | AID 1974;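 active = inhibition above the campaign mean inhibition plus 3 SD, cut at about 35% in these data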;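 also: 0% = GSTO1-1 with DMSO and 100% = wells lacking GSTO1-1 enzyme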
Target sequence (P78417 whole entry, looked up): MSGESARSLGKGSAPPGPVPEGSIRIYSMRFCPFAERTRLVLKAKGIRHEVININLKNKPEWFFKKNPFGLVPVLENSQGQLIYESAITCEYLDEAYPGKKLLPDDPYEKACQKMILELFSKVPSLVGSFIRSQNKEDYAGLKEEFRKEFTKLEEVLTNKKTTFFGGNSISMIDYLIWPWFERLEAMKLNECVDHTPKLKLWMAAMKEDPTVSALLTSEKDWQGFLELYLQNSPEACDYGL
GLD-1 RNA inh: GLD-1-TGE RNA interaction inhibition (C. elegans). hit rate 0.44% among 320,000. inhibition, % at 5.96 µM. purified GLD-1 + fluorescein TGE RNA, fluorescence polarization;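 active = percent inhibition above a per-plate cutoff, the plate mean of test compounds plus 3 SD, cut at about 30% in these data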;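 also: 0% = DMSO wells with GLD-1 and probe and 100% = wells lacking GLD-1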
MEX-5 binding: C. elegans MEX-5 TCR-2 RNA binding activity; MEX-5/FITC-TCR2 RNA binding, fluorescence polarization; active compounds read low; hit rate 0.38% among 300,000; activity score (negative = inhibition of binding), % at 10 µM;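 active = inhibition past about -25% in most replicates, and total fluorescence under double the plate's negative control median, limit read from the data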;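 also: 0% = DMSO and -100% = 5 µM competing unlabeled TCR2 RNA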
MCL1-BIM inh: disrupts human MCL1 binding to BIM-BH3 peptide. Q07820. GST-MCL1 / FITC-Bim-BH3 fluorescence polarization. inhibition, % at 10.9 µM. hit rate 0.68% among 320,000. AID 2057;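 active = inhibition above the mean inhibition of all tested compounds plus 3 SD, set per campaign, cut at about 40% in these data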;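 also: 0% = DMSO wells and 100% = unlabeled Bim-BH3 peptide control; higher means more loss of mP so more displacement of Bim peptide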
PME-1 inh: PME-1 (human) inhibition; Q9Y570; recombinant PME-1, FP-Rh probe fluorescence polarization; inhibition, % at 5.9 µM; hit rate 0.53% among 320,000; AID 2130;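 active = inhibition above the campaign mean of all compounds plus 3 SD, cut at about 26% in these data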;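 also: competitive labeling of PME-1 active site by serine hydrolase directed probe; 0% = PME-1 with DMSO and 100% = wells lacking PME-1 enzyme; inhibitors block probe labeling so polarization falls and inhibition rises; many of its hits are not listed in these tables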
* hit, by the source's call; . = no result given.

SMILES | TPT1 inhibitor | PAD4 FP inh | BCLXL inh | Fam108B counter | GSTO1 inh | GLD-1 RNA inh | MEX-5 binding | MCL1-BIM inh | PME-1 inh
CCCCNC(=O)C1CCCNC1=O (stereo not drawn) | 1 | -4 | -2 | 1 | 1 | -4 | 1.4 | 0 | 5
CCCCOC(=O)c1ccc(NC(=O)C(=O)NCCN(C)C)cc1 | -1 | 1 | 1 | -1 | 8 | 4 | -0.9 | 6 | 1
COC(=O)C(O)(CC(=O)Nc1ccc(C)c(F)c1)C(F)(F)F (stereo not drawn) | -1 | 0 | 8 | 3 | -1 | 7 | -2.8 | 3 | 5
COc1cccc(/C=N/NC(=O)Cn2nc(C)c([N+](=O)[O-])c2C)c1O | 0 | -2 | 0 | 0 | 1 | 0 | 1.8 | 6 | 1
CC1CCCC(NC(=O)Cc2ccc(Br)cc2)C1C (stereo not drawn) | -2 | 2 | 1 | -1 | -1 | 6 | 0.0 | -2 | -3
CSC1=C(C#N)C(c2ccc(C(C)C)cc2)CC(=O)N1 (stereo not drawn) | -6 | 3 | 4 | 0 | 4 | 1 | 0.2 | 1 | 2
O=C(CSc1ccccc1)N1CCN(S(=O)(=O)c2ccccc2F)CC1 | 0 | 1 | 0 | 2 | -3 | -2 | -0.2 | 8 | 10
CCOC(=O)c1ccc(NC(=O)CN2C(=O)C(=O)N(CC(C)C)C2=O)cc1 | 0 | -3 | 0 | 4 | -2 | 3 | 0.3 | -1 | 4
COc1ccccc1Cn1c(=S)[nH]c2cc(C(=O)N3CCCC3)ccc2c1=O | -6 | 0 | -5 | -2 | 8 | 2 | 1.5 | -6 | 4
O=C(Nc1ccc(N2CCCC2)c(Cl)c1)c1ccc(Br)o1 | 14 | -9 | 8 | 2 | -4 | -2 | -3.6 | 7 | -22
OCc1c[nH]c(=S)n1CCOc1cccc(C(F)(F)F)c1 | 0 | -4 | -25 | -1 | 5 | -1 | 1.6 | -7 | 3
COCCn1c(SCc2ccccc2)nc2c1c(=O)[nH]c(=O)n2C | 1 | 0 | -3 | 3 | 1 | -4 | -0.2 | -7 | 1
COc1ccc(C(=O)NC2CC2)cc1OC1CCN(Cc2cc(C)c(C)cc2C)CC1 | 0 | -3 | 6 | -1 | 3 | 6 | -1.2 | 1 | -5
O=C(Nc1cnc2ccccc2c1)c1cccnc1 | 1 | 1 | 0 | 1 | 5 | 7 | -1.5 | 5 | 1
C=CCn1c(SCC(=O)Nc2ncc(Cc3cc(C(F)(F)F)ccc3Cl)s2)nnc1-c1ccncc1 | 1 | -2 | 7 | -10 | 4 | 2 | -1.0 | 5 | 1
Cc1cc(C)nc(Nc2n[nH]c(COc3ccccc3)n2)n1 | 0 | -2 | 5 | 0 | 2 | 2 | 0.8 | 1 | -4
CCOc1ccccc1NC(=O)C(CC)Sc1nc2ccncc2[nH]1 (stereo not drawn) | 2 | -3 | 7 | 2 | -5 | -4 | 3.8 | 5 | -10
COc1ccc(C2Nc3ccccc3C(=O)N2c2ccccc2)cc1CN1CCOCC1 (stereo not drawn) | 10 | -2 | -1 | 0 | -6 | -10 | -2.6 | -4 | -5
O=C(NCCc1ccco1)C(=O)NCC1OCCCN1S(=O)(=O)c1ccccc1 (stereo not drawn) | 1 | -2 | 7 | 1 | 1 | -1 | 1.4 | -1 | 3
C=C(C)CSc1nc2ncccc2[nH]1 | -1 | -3 | 0 | -1 | 2 | 4 | 1.3 | -12 | -1

An excerpt of these results, in markdown:
| SMILES | TPT1 inhibitor | PAD4 FP inh | BCLXL inh | Fam108B counter | GSTO1 inh | GLD-1 RNA inh | MEX-5 binding | MCL1-BIM inh | PME-1 inh |
| --- | --- | --- | --- | --- | --- | --- | --- | --- | --- |
| COCCn1c(SCc2ccccc2)nc2c1c(=O)[nH]c(=O)n2C | 1 | 0 | -3 | 3 | 1 | -4 | -0.2 | -7 | 1 |
| COc1ccc(C(=O)NC2CC2)cc1OC1CCN(Cc2cc(C)c(C)cc2C)CC1 | 0 | -3 | 6 | -1 | 3 | 6 | -1.2 | 1 | -5 |
| O=C(Nc1cnc2ccccc2c1)c1cccnc1 | 1 | 1 | 0 | 1 | 5 | 7 | -1.5 | 5 | 1 |

Following part:
SMILES | TPT1 inhibitor | PAD4 FP inh | BCLXL inh | Fam108B counter | GSTO1 inh | GLD-1 RNA inh | MEX-5 binding | MCL1-BIM inh | PME-1 inh
Cc1cccc2c1Sc1ccccc1CC2=O | -4 | 1 | 6 | 4 | 0 | 3 | -0.5 | 13 | 2
O=C(COC(=O)c1nc(Cl)c(Cl)c(Cl)c1Cl)c1ccc[nH]1 | 0 | 0 | -1 | 7 | 23 | 9 | -1.0 | -3 | 0
CC1=C(C)CC(C(=O)NCCCN2CCCC2=O)C(C(=O)O)C1 (stereo not drawn) | -2 | -3 | 2 | 1 | 5 | 1 | 1.0 | 0 | -2
Cn1c(CN2CCCC2)nc2cc(NS(=O)(=O)c3ccccc3)ccc21 | 0 | 2 | 0 | 0 | 0 | 2 | -2.4 | 3 | -1
CCN1CCN(C(=S)NCc2ccc(C)cc2)CC1 | 1 | 8 | 5 | 1 | 4 | 1 | -0.5 | 4 | -6
O=C(O)CCc1nn2c3ccccc3n(CCO)c2nc1=O | 0 | 0 | 8 | 2 | -5 | 8 | 1.2 | 3 | 1
O=C(COc1ccc([N+](=O)[O-])cc1)Nc1ccc(S(=O)(=O)N2CCOCC2)cc1 | 0 | -10 | 0 | 0 | 6 | 1 | 1.7 | 3 | 2
COc1ccc(CCNC(=O)CSc2ccc(Br)cc2)cc1OC | -5 | 8 | 8 | 1 | -7 | 4 | -1.5 | -2 | 2
CN(C)CCCC(=O)c1ccc2c(c1)OCO2 | -2 | 1 | 1 | 3 | -2 | 2 | -0.6 | 4 | -3
Cc1ccc(C(=O)NCCc2nnc3c(C(F)(F)F)cc(Cl)cn23)o1 | -3 | -1 | 3 | -1 | 3 | 8 | -2.2 | 8 | -4
CCc1ccc(C(=O)COC(=O)CNC(=O)c2cccs2)cc1 | -1 | 2 | 1 | -3 | 1 | 2 | -0.2 | -4 | -3
O=C(c1ccc2ncsc2c1)N1CCCCC1 | -4 | 3 | -4 | 1 | 12 | 5 | 0.1 | 2 | -3
COc1ccc(NC(=O)CC2C(=O)NCCN2C(=O)c2ccc(Cl)cc2)cc1 (stereo not drawn) | -2 | 3 | -1 | 0 | 11 | 4 | 0.9 | -3 | 2
Cc1ccc(SCCC(=O)Nc2ccccc2C(=O)N2CCOCC2)cc1 | 3 | -2 | -3 | 3 | 4 | 1 | 1.0 | -7 | -3
O=C(NCc1cccs1)c1cccc(N2CCCC2=O)c1 | -1 | -4 | 1 | 1 | 2 | 6 | 2.2 | -5 | -6
O=C(NCCN1CCOCC1)c1ccc2ccccc2n1 | -4 | -5 | 3 | -5 | 3 | 5 | -5.1 | 4 | -2
CNC(=O)C1CC(=O)N(Cc2ccc3c(c2)OCO3)C(=Nc2ccc(OC)cc2)S1 (stereo not drawn) | 2 | -3 | 0 | 5 | 0 | 2 | 1.9 | 3 | -13
c1ccc(N2CCN(Cc3ccnc4ccccc34)CC2)cc1 | -1 | -3 | 13 | 1 | -3 | -8 | -2.2 | 8 | 9
O=C(NCC1CCCN(Cc2ccc3nonc3c2)C1)c1ccc(F)cc1 (stereo not drawn) | 1 | -1 | 2 | 0 | 8 | -2 | -0.6 | -1 | 2
CC1CCCN(C(=O)Cn2nnc(-c3ccccc3F)n2)C1 (stereo not drawn) | 1 | 0 | 3 | 3 | 9 | 0 | -2.5 | 5 | 4
O=C(CC(=O)Nc1ccc(Cl)c(Cl)c1)N/N=C/c1ccc(O)cc1 | 0 | 2 | -4 | 4 | -11 | 0 | 0.2 | 1 | 6
CCc1ccc(NC2=CC(=O)CC(C)(C)C2)cc1 | -3 | 4 | 5 | 9 | 6 | 4 | 1.3 | -2 | 0
Cc1ccc(O)c(CNc2ccc(S(=O)(=O)Nc3nccs3)cc2)c1 | -3 | 1 | 10 | 3 | 10 | 6 | -3.0 | 11 | -1
Cc1ccsc1CN(C)C(=O)C(NC(=O)c1cccc(S(=O)(=O)N2CCOCC2)c1)C(C)C (stereo not drawn) | . | -3 | 12 | . | . | 1 | . | 6 | 2
O=S(=O)(Nc1cccc2ncccc12)c1cccs1 | 1 | -2 | 5 | 1 | 14 | 1 | 0.3 | 2 | -3
Cc1[nH]n(-c2ccccc2)c(=O)c1C(C[N+](=O)[O-])c1ccccc1Cl (stereo not drawn) | 0 | -15 | 4 | 8 | 43* | 8 | -0.1 | 6 | 1
Cc1ncc(CN2CCC(CO)(CCOc3ccccc3)CC2)s1 | 0 | -4 | 5 | -2 | -14 | -4 | -1.9 | 3 | -2
COc1ccc(CCn2c(C)nc3ccccc3c2=O)cc1OC | 4 | -1 | -1 | 2 | -1 | 4 | -3.4 | -2 | -4
c1ccc(Cn2cc(CSc3ccccc3)nn2)cc1 | -4 | -2 | 4 | 0 | 16 | 4 | -1.0 | 14 | 1
OCC[C@@H]1C[C@@H](O)[C@H](O)[C@]2(CCCCO2)O1 | -1 | -5 | 4 | -2 | -2 | -2 | 4.0 | 4 | -3
CCc1ccc(/C=C/C(=O)c2cc(Br)ccc(=O)c2O)cc1 | 25* | -8 | 0 | 13 | 10 | -12 | -4.6 | 4 | 4
Cc1ccc(N(CC(=O)NCC2CCCO2)C(=O)Cn2nnc(-c3cccs3)n2)cc1 (stereo not drawn) | -6 | -5 | 2 | -3 | -5 | 6 | -0.3 | 5 | 1
CCOC(=O)Cc1cc(=O)n2[nH]c(-c3ccc(Cl)cc3)cc2n1 | 3 | -6 | -1 | 4 | 7 | -9 | 0.1 | -8 | -5
COc1cc(C(C)=O)ccc1OCC(=O)Nc1ccccc1N1CCCC1 | 3 | -1 | 1 | 6 | 2 | 5 | 0.8 | -11 | 0
CC1C(=O)N2CCCc3cc(S(=O)(=O)N4CCCCC4)cc1c32 (stereo not drawn) | -3 | -7 | -12 | -3 | -10 | -6 | 2.1 | -16 | -6
O=C(c1n[nH]c(=O)c2ccccc12)N1CCN(c2ccccc2Cl)CC1 | 1 | -2 | -7 | -4 | -2 | 2 | -0.4 | -2 | -4
COC(=O)c1ccccc1CC1SC(N)=NC1=O (stereo not drawn) | -1 | 0 | 2 | 0 | 6 | 2 | -0.5 | 2 | 5
CC(C)CC(=O)NC(=S)Nc1ccc(Cl)cn1 | 0 | -1 | 2 | 1 | 3 | 1 | 1.4 | 2 | -3
O=C(NCC1CCCO1)C1CCN(CC2CCCCC2)CC1 (stereo not drawn) | 2 | -4 | 0 | 2 | -1 | 3 | 2.9 | -3 | 6
Cc1ccc(-c2nnc(SCC(=O)NC3CC3)o2)cc1 | -2 | -6 | -2 | 1 | -1 | 1 | -0.6 | 2 | 5
Cc1ccc(NC(=O)c2cc(C)n(-c3cccc(C)c3)c2C)cc1 | -1 | 2 | 1 | -5 | -3 | -3 | 2.4 | 8 | -3
COc1cccc(CNC(=O)Cc2ccc(OC)c(S(=O)(=O)N3CCOCC3)c2)c1 | 4 | -3 | 3 | -3 | 0 | -2 | 2.7 | -6 | 1
O=C(Cn1cnc2ccccc2c1=O)Nc1ccccc1N1CCOCC1 | 1 | -5 | -8 | 2 | 11 | 6 | 2.2 | -10 | -7

The list is partial; count on the stated rates, not on these rows.
